SMARCA2 activ – increases SMARCA2 function in MMTV reporter cells | activation, % at 9.1 µM | AID 652017 | MG213 cells, MMTV-luciferase reporter, dexamethasone, overnight | 370,000 compounds, 1% hits; in the data active = activation above about 7.8%;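 note: 0% = vehicle wells and 100% = reference activator wells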
NPR2 activator – GC-B (human) receptor activation. P20594. HEK293-GC-B cells, CNP EC30, cGMP TR-FRET; 0% at EC30 CNP, 100% saturating CNP. activation, % at 10 µM. 370,000 compounds, 0.11% hits. AID 1920062;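 active = activation at 10 µM reaching about 35% in either raw or pattern-adjusted values, limit read from the data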
mABHD4 FP – inhibitors of mouse ABHD4. purified mABHD4, FP-Rh probe fluorescence polarization. inhibition, % at 8.92 µM. 370,000 compounds, 0.54% hits. AID 720543;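 active = inhibition exceeding the mean over every tested compound plus 3 SD, cut at about 30% in these data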;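 note: 0% = plate median of compound wells and 100% = S159A mutant with DMSO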
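Assay system: mouse ABHD4 enzyme, wild type / Also added: fluorescent activity-based probe FP-Rh / Doses: single nominal dose of 8.92 µM, 0.89% DMSO final / Timing: 45 min compound pre-incubation plus 60 min probe step, 25 °C / Signal: FP readout, ex 525 nm / em 598 nm / Control set: S159A mutant/DMSO as 100%, compound-well median as 0%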
NR1D1 modulator – modulators of human Rev-erb alpha DNA binding; P20393; Rev-erbα–FITC-DNA binding, fluorescence polarization, 90 min; activity, % at 10 µM; 370,000 compounds, 0.79% hits;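 active = activity above about 14%, limit read from the data; passing the limit was not always enough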;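 note: 0% = DMSO wells with 35 nM protein and 100% = DMSO wells with 750 nM protein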
Target sequence (P20393 whole entry, looked up): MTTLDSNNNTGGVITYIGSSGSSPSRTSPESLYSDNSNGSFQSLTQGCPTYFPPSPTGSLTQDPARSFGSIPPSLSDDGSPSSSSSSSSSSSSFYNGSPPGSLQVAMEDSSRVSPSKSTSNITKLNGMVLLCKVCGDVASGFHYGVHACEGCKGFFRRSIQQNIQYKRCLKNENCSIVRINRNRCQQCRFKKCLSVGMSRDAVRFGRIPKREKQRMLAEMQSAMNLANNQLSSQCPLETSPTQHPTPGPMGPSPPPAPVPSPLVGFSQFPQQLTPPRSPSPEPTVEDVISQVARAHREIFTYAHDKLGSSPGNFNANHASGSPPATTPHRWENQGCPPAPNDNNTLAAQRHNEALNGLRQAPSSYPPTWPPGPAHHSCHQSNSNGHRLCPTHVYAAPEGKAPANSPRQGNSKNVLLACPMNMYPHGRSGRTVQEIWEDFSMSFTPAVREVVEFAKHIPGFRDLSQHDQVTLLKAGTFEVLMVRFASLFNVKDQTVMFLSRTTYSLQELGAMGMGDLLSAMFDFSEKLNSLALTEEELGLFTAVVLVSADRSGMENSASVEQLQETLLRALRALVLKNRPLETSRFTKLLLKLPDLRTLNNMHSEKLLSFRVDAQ
PG9 Ab binder – PG9 antibody binding by small molecule; TR-FRET gp120-PG9 antibody binding; inhibition, % at 6.7 µM; 360,000 compounds, 0.43% hits; AID 624416; in the data active = inhibition above about 8.5%
ASAP1 inh – ASAP1 ArfGAP inhibition; ASAP1-stimulated ARF1 GTP hydrolysis, GDP FP detection; inhibition, % at 16.5 µM; 360,000 compounds, 0.19% hits; AID 624377; in the data active = inhibition above about 25%;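 note: 0% = vehicle with enzyme and substrate and 100% = no enzyme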
Target sequence (Q9ULH1 325-724 limits assumed): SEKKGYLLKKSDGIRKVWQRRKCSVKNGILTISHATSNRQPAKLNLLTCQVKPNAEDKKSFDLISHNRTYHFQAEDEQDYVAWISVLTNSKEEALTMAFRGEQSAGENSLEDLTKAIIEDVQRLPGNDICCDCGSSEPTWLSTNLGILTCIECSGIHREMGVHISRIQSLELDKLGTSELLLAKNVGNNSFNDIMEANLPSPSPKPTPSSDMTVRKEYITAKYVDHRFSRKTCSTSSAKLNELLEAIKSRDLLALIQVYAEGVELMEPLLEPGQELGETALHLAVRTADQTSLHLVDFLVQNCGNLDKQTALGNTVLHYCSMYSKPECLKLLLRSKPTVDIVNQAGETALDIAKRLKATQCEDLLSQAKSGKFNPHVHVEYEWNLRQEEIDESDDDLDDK
HTRA1 inh – blocks human HTRA1 serine peptidase | Q92743 | recombinant HTRA1, FP-rhodamine activity-based probe, fluorescence polarization | inhibition, % at 5.96 µM | 340,000 compounds, 0.5% hits; in the data active = inhibition above about 36%;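 note: 0% = enzyme with DMSO and 100% = wells lacking enzyme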
ARFGAP1 inh – inhibits rat ARF GTPase activating protein 1. 360,000 compounds, 0.26% hits. AID 651572. Arfgap1-stimulated ARF1 GTP hydrolysis, GDP FP detection. inhibition, % at 16.5 µM;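 active = inhibition above a per-plate limit, mean inhibition of low control wells plus 3 SD, cut at about 25% in these data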;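 note: 0% = DMSO wells with enzyme and 100% = wells lacking Arfgap1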
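Material: rat Arfgap1 GAP domain (His6, aa 1-136), purified enzyme. Also added: human ARF1(Δ1-17)-GTP substrate. Compound dosing: 16.5 µM single point, 1.26% DMSO. Timing: enzyme reaction 120 min at 25 °C after 20 min preincubation. Signal: GDP detection by fluorescence polarization. Read-out basis: percent inhibition of GAP-stimulated GDP formation, scaled between DMSO and no-Arfgap1 medians.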
GC-A act – GC-A (human) enzyme activation | 370,000 compounds, 0.14% hits | HEK293 GC-A cells, cGMP TR-FRET, EC30 ANP; 0% at EC30 ANP, 100% saturating ANP | activation, % at 10 µM | P16066; in the data active = activation above about 40%
rCAG binder – r(CAG) repeat RNA binding; TO-PRO-1 dye displacement fluorescence; inhibition, % at 3 µM; 370,000 compounds, 1.3% hits; AID 651821;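 active = inhibition above the plate cutoff, the mean of all test compounds on that plate plus 3 SD, cut at about 35% in these data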;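 note: 0% = DMSO alone and 100% = 100 µM mitoxantrone as full dye displacement; higher means more dye released from RNA so lower well fluorescence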
Starred values were filed as active, the others as inactive; · = not tested or not shown. No enrichment for hits. About 4.4% of those tested had a hit in this group.

mol	ARFGAP1 inh	HTRA1 inh	NPR2 activator	ASAP1 inh	rCAG binder	PG9 Ab binder	GC-A act	SMARCA2 activ	NR1D1 modulator	mABHD4 FP
CC(=O)N1CCc2c(sc(NC(=O)c3ccc([N+](=O)[O-])o3)c2C(N)=O)C1	27*	5	-1	-5	22	-12	-5	7	2	21
Cc1ccc(-c2cccc(OC(=O)c3ccccc3F)c2)cc1	6	-12	1	-8	1	-2.5	4	-1	0	3
Cc1noc(C)c1COc1ccc(C(=O)Nc2ccccc2)cc1	4	-9	4	2	-4	0.3	3	-2	0	-3
Cc1c(C(=O)NCCN2CCOC2=O)oc2c(F)cccc12	13	-3	-1	-8	-1	-1.3	1	-1	6	4
Cc1ccc(CN2CC(C(=O)Nc3ccc(C)cn3)CC2=O)cc1 (stereo unspecified)	11	1	0	8	-8	1.6	1	0	-5	7
O=C(COc1ccc(Br)cc1)N1CCN(c2ccccc2)CC1	5	-6	-5	3	-5	1.1	-3	-1	1	4
Cc1ccc(S(=O)(=O)N/N=C\c2ccc(C)o2)cc1	1	4	0	-19	5	-1.1	2	-1	-5	9
Cc1ccc(S(=O)(=O)N2CCCCC2)cc1NC(=O)CNc1ccccc1N1CCCC1=O	-7	-3	0	-9	1	0.2	-4	3	-3	-2
CC(C)=CC(=O)NCC1CCN(C(=O)C(=O)c2cc3ccccc3o2)CC1	18	·	-2	-18	3	-0.1	1	-2	2	4
CC(C(=O)N1CCN(C=O)CC1)N1C(=O)c2ccccc2C1=O (stereo unspecified)	4	-7	-2	9	-1	-1.5	2	0	7	5
Nc1nonc1-n1nnc(C(=O)N/N=C/c2cc(Br)ccc2O)c1CNc1ccccc1	6	20	-5	-1	35	0.5	-1	-4	7	-8
COCCN(C(=O)COC(=O)/C=C/c1ccc(C(F)(F)F)cc1)c1c(N)n(Cc2ccccc2)c(=O)[nH]c1=O	2	-2	1	-10	1	-0.7	2	0	-4	-4
COc1cccc(C2=NOC(C(=O)Nc3cccc(C(C)=O)c3)C2)c1 (stereo unspecified)	-8	-1	-2	9	1	-3.7	1	-3	1	-6
Cc1cc(C(=O)Nc2nccs2)c2cc(F)ccc2n1	4	8	1	-7	-4	-0.2	2	-3	-2	1
COC(=O)c1ccc2c(=O)[nH]c(COC(=O)CCC(=O)c3ccc(Cl)cc3)nc2c1	-1	-5	-2	-9	3	5.7	3	-3	20*	-3
CCOc1ccc(C(=S)N2CCCC2)cc1OC	-7	3	2	6	2	1.7	3	-3	5	1
COc1cc2c(cc1OC)C(C)N(CC(=O)Nc1ccc(S(=O)(=O)N3CCCC3)cc1)CC2 (stereo unspecified)	9	-5	1	8	1	0.6	1	-2	2	7
COc1ccc(NC(=O)C[C@H]2C(=O)N(c3ccccc3)C[C@@H]2C)cc1	1	-1	3	-2	2	0.0	-1	-3	-2	2
Cc1cc(N)nc(C)c1C#N	-7	-1	2	3	1	-1.6	3	-2	5	4
Cc1ccc(S(=O)(=O)N2CCN(S(=O)(=O)c3ccc(C)cc3)C3OCCOC32)cc1 (stereo unspecified)	6	0	-2	-10	-3	2.3	-1	-3	2	2
CN(C)c1cccc(C(=O)OCC(=O)Nc2ccccc2Sc2ccccc2)c1	-2	-15	3	23	5	1.3	0	-4	2	-5
O=C(NCc1cccnc1)c1ccc2sc([C@@H]3O[C@H](CO)[C@H](O)[C@H](O)[C@H]3O)nc2c1	-7	·	-1	4	2	1.4	2	1	-1	1
COc1cc(C2NC(=O)NC(c3ccccc3)=C2C(C)=O)c(Br)c(Br)c1O (stereo unspecified)	-7	2	-5	-8	2	-1.2	-5	-2	-2	-7
Cc1ccc(S(=O)(=O)c2nc(-c3ccccc3)oc2SCC(=O)NCC2CCCO2)cc1 (stereo unspecified)	10	3	9	8	4	1.0	-4	-1	4	-2
O=C(NCc1ccco1)c1ccc(Br)c(S(=O)(=O)N2CCCCC2)c1	0	-7	6	9	6	-2.6	2	-4	-1	-8
O=C(NC(c1ccccc1)c1cnccn1)C1CCN(CCCOc2ccccc2)CC1 (stereo unspecified)	0	·	0	-8	0	1.0	2	-3	1	-5
Nc1ccc(NC(=O)c2cccc(C(=O)Nc3ccc(N)cc3Cl)c2)c(Cl)c1	-14	8	4	-6	0	-0.8	-2	-1	4	-1
COc1cccc(/C=N/Nc2ncnc3c2ncn3Cc2ccccc2)c1O	13	41*	-1	-5	9	-0.7	1	-3	-12	25
CC(=O)Oc1cccc(N2C(=O)C3C(C2=O)C2C=CC3C23CC3)c1 (stereo unspecified)	-1	4	5	8	4	1.2	3	-6	0	2
Cc1cc(CNC(=O)C(C)n2cc([N+](=O)[O-])cn2)c2ccccc2n1 (stereo unspecified)	16	3	4	7	0	0.1	2	1	-2	12

Records listed so far that bear a hit mark in ARFGAP1 inh:
smiles | ARFGAP1 inh | HTRA1 inh | NPR2 activator | ASAP1 inh | PG9 Ab binder | GC-A act | SMARCA2 activ | NR1D1 modulator | mABHD4 FP
CC(=O)N1CCc2c(sc(NC(=O)c3ccc([N+](=O)[O-])o3)c2C(N)=O)C1 | 27* | 5 | -1 | -5 | -12 | -5 | 7 | 2 | 21

The results go on.
mol	ARFGAP1 inh	HTRA1 inh	NPR2 activator	ASAP1 inh	rCAG binder	PG9 Ab binder	GC-A act	SMARCA2 activ	NR1D1 modulator	mABHD4 FP
CCn1c(/C=C/Nc2ccccc2)[n+](CC)c2ccc(C(=O)OCC(F)(F)F)cc21	-6	3	-3	6	11	-1.1	5	-2	-5	-5
O=C(C[C@@H]1C[C@H]2c3cc(NC(=O)c4cccnc4)ccc3O[C@H]2[C@H](CO)O1)NCc1ccc(Oc2ccccc2)cc1	-3	-34	-10	3	10	-1.3	1	-2	7	-6
CCNC(=O)N1C(CC(=O)OCC)C(=O)NC2CCCCC21 (stereo unspecified)	-6	1	8	-15	-3	2.7	-1	-1	0	-5
C=CC1=C(C(=O)O)N2C(=O)[C@@H](NC(=O)/C(=N\OCC(=O)O)c3csc(N)n3)[C@H]2SC1	6	0	5	-3	7	-1.2	2	-2	-9	-3
O=C1c2ccccc2C(Nc2ccccc2)N1c1ccc(Cl)cn1 (stereo unspecified)	12	-12	-22	10	3	-0.2	-27	4	1	-5
CN(C(=O)C1CCOC1)c1nnc(-c2ccncc2)s1 (stereo unspecified)	-12	2	1	5	-1	-0.5	4	0	1	1
O=C1CC(N2CCN(Cc3ccccc3)CC2)C(=O)N1 (stereo unspecified)	-7	5	4	-2	-2	0.7	-1	0	-3	-3
COCC(=O)Nc1nc(-c2ccccc2)c(C)s1	7	-9	4	-12	-2	-3.5	-3	2	-8	-4
CC(Sc1nnc(-c2ccncc2)n1C)C(=O)Nc1nccs1 (stereo unspecified)	3	1	5	11	-2	-1.9	1	4	-2	-5
COc1ccc(S(=O)(=O)Nc2cccc3c2O[C@@H](CN(C)CC2CC2)[C@@H](C)CN([C@@H](C)CO)C3=O)cc1	-5	6	6	2	-3	-1.2	2	0	6	0
CCc1nc2ccc(C(=O)N(CC)CCN(C)C)cn2c1N(C)Cc1ccc(OC)cc1	-1	·	4	-1	-3	0.2	-1	-5	-2	-3
COc1ccc(N(C(=O)C(C)C)S(=O)(=O)c2cccs2)cc1	3	8	1	-6	-2	0.7	-2	-2	-2	-1
CN1CCN(c2ccc(NC(=O)COc3ccccc3Cl)cc2)CC1	9	3	1	16	-10	-1.8	1	2	0	3
O=C(CCc1c[nH]c2ccccc12)NCCc1ccc2c(c1)OCCO2	4	-1	-1	2	2	-0.3	8	1	28*	0
COc1ccc2ccccc2c1CNC(C)c1ccccc1 (stereo unspecified)	-5	-4	-12	0	2	-1.4	-23	-1	-2	13
Cn1nc(C(=O)NCCc2ccc(S(N)(=O)=O)cc2)c2c1-c1ccccc1S(=O)(=O)C2	-5	0	1	5	3	0.9	-1	-4	-1	-3
Cc1ccc(NCC(=O)N/N=C/c2cccn2C)cc1	-6	10	6	-2	0	-0.8	-5	-1	1	0
CCC1CCCCN1CCCNC(=O)CSc1nc2nc(C)c(Cc3ccccc3)c(C)n2n1 (stereo unspecified)	-3	4	4	2	9	-1.0	-2	1	-1	3
O=C(N[C@H](C(=O)N1CCC[C@H]1C(=O)NCc1ccccc1)c1ccccc1)C1CCCC1	9	·	-11	-19	0	0.3	-9	-2	-3	-4
CC(C)c1ccc(NC(=O)NC2CC3CCC(C2)N3Cc2cccs2)cc1 (stereo unspecified)	5	1	-5	-4	2	1.4	-6	-3	1	0
Cc1ccc(S(=O)(=O)NCC(=O)N(CC(=O)NC(C)(C)C)Cc2ccc3c(c2)OCO3)cc1	-1	6	0	6	-2	0.3	7	-1	-4	1
CCOC(=O)C1CCN(c2nc(C)nc3c2oc2ccccc23)CC1	-1	-8	-6	-3	-2	0.8	0	-2	7	-5
Cc1noc(NS(=O)(=O)c2ccc(NC(=O)c3oc4ccc(F)cc4c3C)cc2)c1C	-10	-6	0	-5	76*	0.4	5	1	-1	-8
CC1CCc2nc(NCCO)nc(C(F)(F)F)c2C1 (stereo unspecified)	-3	8	1	4	-6	-1.2	1	-2	0	-1
C=C1C[C@@H]2C[C@@H]2CN(S(=O)(=O)c2ccc(C)cc2)[C@@H]1c1ccco1	10	·	-4	1	10	0.9	-2	2	3	4
Cc1c(C)c2c(OCC(=O)NCc3ccco3)cc3c(c2oc1=O)CCC(C)(C)O3	1	0	6	4	-2	1.7	11	2	-4	-1
COc1ccc(C(C(=O)Nc2ccc(F)cc2)N2CCN(CC(=O)N3CCCC3)CC2)cc1 (stereo unspecified)	-4	·	-1	4	0	1.8	5	0	-4	3
O=C(COc1ccc(Br)cc1)N1CCN(c2ccc([N+](=O)[O-])c(N3CCCCC3)c2)CC1	11	-16	-7	-1	3	-1.7	0	-1	2	-5
C[C@H]1CN([C@@H](C)CO)C(=O)CCCn2cc(nn2)CO[C@@H]1CN(C)C(=O)Nc1ccc(N2CCN(C)CC2)cc1	-9	3	2	4	0	1.2	0	-2	3	1
O=c1[nH]cccc1-c1nc2cc(Cl)ccc2n1Cc1ccccc1	-3	-6	-9	5	-7	-0.3	-43	-2	5	4
COc1ccc2c(=O)c(-c3cnn(-c4ccccc4)c3)c(C)oc2c1	5	-37	-6	9	-3	-1.8	3	-1	-6	4
Cc1cccc(OC2CCN(Cc3c(C(=O)N4CCCC4)nc4ccccn34)CC2)c1	-2	0	5	-3	-7	-3.3	-2	1	-8	-4

Whole records, quoted from the list. Values in the order: ARFGAP1 inh | HTRA1 inh | NPR2 activator | ASAP1 inh | rCAG binder | PG9 Ab binder | GC-A act | SMARCA2 activ | NR1D1 modulator | mABHD4 FP
Entry for Cn1nc(C(=O)NCCc2ccc(S(N)(=O)=O)cc2)c2c1-c1ccccc1S(=O)(=O)C2 = -5 | 0 | 1 | 5 | 3 | 0.9 | -1 | -4 | -1 | -3
Entry for CC1CCc2nc(NCCO)nc(C(F)(F)F)c2C1 (stereo unspecified) = -3 | 8 | 1 | 4 | -6 | -1.2 | 1 | -2 | 0 | -1
Entry for C=CC1=C(C(=O)O)N2C(=O)[C@@H](NC(=O)/C(=N\OCC(=O)O)c3csc(N)n3)[C@H]2SC1 = 6 | 0 | 5 | -3 | 7 | -1.2 | 2 | -2 | -9 | -3

Screening results as filed in PubChem.
